Bioassay records as filed in PubChem.
TRPV1 ag – activates the human vanilloid receptor TRPV1; Q8NER1; TRPV1-expressing cells, Fluo-8 calcium influx, agonist mode; activation, % at 8.33 µM; actives 0.19% (n = 320,000); in the data active means activation above about 80%; inconclusive means between about 30% and that limit; further: 0% is about no effect
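Cells expressing TRPV1 were dye-loaded with Fluo-8 and read kinetically: 10 s baseline, 3 min after compound (agonist portion), then 2 min after EC20 capsaicin (allosteric enhancer portion). Calcium-bound dye fluorescence at 480/520 nm.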
MLL CXXC-DNA inh – inhibitors of human MLL CXXC domain-DNA interaction; MLL-CXXC / FITC-HOXA9 DNA fluorescence polarization; actives 0.037% (n = 290,000); Potency, µM (top dose mostly 115 µM), without a hit: at the highest dose activity change, negative = inhibition, most hits filed as inhibitors; AID 2662; active means well fitted inhibition curve with a large enough effect in the polarisation, with a control signal flat, not every such curve was filed as active; inconclusive means small, poorly fitted or top-dose-only effect, or effect the other way, or a change in a side signal; inactive means no such curve, though single readings can be large or run the other way; the % refers to the polarisation; further: potency means the concentration at half of the fitted maximal effect
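Steps: dispense CXXC domain solution (7 uM) → pin compounds or unlabeled HOX-A9 DNA control → 5 min ambient → add FLSN-HOX-A9 solution (50 nM) → spin → 30 min ambient → fluorescence polarization. Tris pH 7.5/NaCl/DTT/BSA buffer.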
p53 reactivation – restores transcriptional activity of mutant p53. H1299 p53-A138V BP100-luciferase reporter, luminescence, 24 h. Potency, µM (top dose mostly 92.2 µM), without a hit: at the top dose activity change, positive = activation, actives largely listed as activators. actives 0.063% (n = 320,000). AID 504706; further: potency means the concentration at half of the fitted maximal effect; % of control where 0% means no effect; nearly all actives have a fitted effect of over 45% in size
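H1299 (p53-null), stable ts p53-A138V + BP100-Luc; 1000 cells/well, Opti-MEM/10% FBS; cpd 4 pt, 1:5; 24 h, 37 deg C, 5% CO2; detection reagent 10 min RT; luminescence.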
PTAP TSG101 blk – blocks PTAP/TSG101 interaction to inhibit HIV-1 budding. Fluorescence polarization, FITC-PTAP peptide / Tsg101 binding. Q99816. AID 493005. 340,000 tested, under 10 active. Potency, µM (doses to about 115 µM), for the others: at the top dose activity change, negative = inhibition, usual class: inhibitors; active means well fitted inhibition curve with a large enough effect in the main read-out, with a control signal flat, not every such curve was filed as active; inconclusive means small, poorly fitted or top-dose-only effect, or effect the other way, or a change in a side signal; inactive means no such curve, though single readings can be large or run the other way; further: potency means the concentration at half of the fitted maximal effect; % of control where 0% means no effect
Target sequence (Q99816 whole entry, looked up): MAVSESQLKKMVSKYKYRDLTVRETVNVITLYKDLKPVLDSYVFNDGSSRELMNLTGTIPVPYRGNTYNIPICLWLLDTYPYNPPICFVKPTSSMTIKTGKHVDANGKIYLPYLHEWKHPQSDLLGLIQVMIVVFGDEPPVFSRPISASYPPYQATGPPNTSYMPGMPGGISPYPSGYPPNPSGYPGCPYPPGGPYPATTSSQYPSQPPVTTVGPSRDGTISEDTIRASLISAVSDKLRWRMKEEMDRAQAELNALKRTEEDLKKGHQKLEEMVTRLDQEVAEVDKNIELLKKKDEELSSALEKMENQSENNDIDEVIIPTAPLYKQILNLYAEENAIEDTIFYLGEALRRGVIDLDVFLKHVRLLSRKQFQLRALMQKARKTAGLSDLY
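Compounds were pin-transferred onto Tsg101 binding domain (10 uM final) in HEPES pH 7.5 buffer, then FITC-PTAP peptide was added at 50 nM final. After 20 min at RT, polarization reported peptide displacement across a qHTS concentration series.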
AT treatment – potential ataxia-telangiectasia treatment; actives 0.19% (n = 320,000); […] A-T fibroblasts, KAP-1 phosphorylation AlphaLISA; neocarzinostatin DNA damage 30 min before lysis; Potency, µM (doses to about 57.5 µM), for the others: at the top dose activation, most hits filed as activators; further: potency means the concentration at half of the fitted maximal effect; % of control where 0% means no effect; nearly all actives have a fitted effect of over 45% in size
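hTERT-immortalized A-T patient fibroblasts ([…]), 500 cells/well in OPTI-MEM, 1% FBS, got compounds for 60 min, then NCS for 30 min at 37C. Lysates were then assayed for phospho-KAP-1 by AlphaLISA (anti-pKAP1 donor, anti-KAP1 acceptor beads), 6 hr at 25C.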
ELG1 DNA repair – inhibitors of ELG1-dependent DNA repair in HEK293T cells. HEK293T ELG1-luciferase reporter, luminescence, 16 h; DNA damage induced by 5-fluorouridine. Potency, µM (titrated, usually from 46.1 µM), without a hit: at the top dose activity change, negative = inhibition, hits mostly inhibitors. actives 2.3% (n = 330,000). AID 504467; further: potency means the concentration at half of the fitted maximal effect; on the % scale 0 is the no-effect control and ±100 the full control effect; nearly all actives have a fitted effect of over 55% in size
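In this reporter screen, reduction of luminescence relative to DMSO vehicle indicated activity. Compounds and 5-fluorouridine were added together to 2,000 cells per well, incubated for 16 hr at 37 °C, then developed with ONE-Glo.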
BRCA1 expr act – activators of BRCA1 expression; AID 624202; actives 1.1% (n = 380,000); MCF7-BRCA1-FFLuc reporter, luminescence, 48 h; response scale: scaled: vehicle 0%, 10 µM genistein 100%; Potency, µM (doses to about 46.1 µM), for the others: top-dose activation, actives largely listed as activators; further: potency means the concentration at half of the fitted maximal effect; nearly all actives have a fitted effect of over 80% in size; some results filed as inactive show a strong effect at the top dose
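Cells: MCF7-BRCA1-FFLuc, 2000/well. Exposure: 48 h, 37 °C, 5% CO2. Read: luminescence, 15 min post-substrate. Controls: genistein 10 microM (maximal activation), DMSO (neutral).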
B2AR arrestin – beta2AR (human) beta-arrestin recruitment activity. P07550. beta-arrestin recruitment to beta2AR, cell-based reporter. Potency, µM (highest dose often 46.1 µM), for the others: at the top dose activation, most hits filed as activators. actives 0.02% (n = 330,000);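 further: potency means the concentration at half of the fitted maximal effect; 0% = DMSO controls and full agonism = EC100 isoproterenol or metaproterenol; nearly all actives have a fitted effect of over 65% in size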
Target sequence (P07550 whole entry, looked up): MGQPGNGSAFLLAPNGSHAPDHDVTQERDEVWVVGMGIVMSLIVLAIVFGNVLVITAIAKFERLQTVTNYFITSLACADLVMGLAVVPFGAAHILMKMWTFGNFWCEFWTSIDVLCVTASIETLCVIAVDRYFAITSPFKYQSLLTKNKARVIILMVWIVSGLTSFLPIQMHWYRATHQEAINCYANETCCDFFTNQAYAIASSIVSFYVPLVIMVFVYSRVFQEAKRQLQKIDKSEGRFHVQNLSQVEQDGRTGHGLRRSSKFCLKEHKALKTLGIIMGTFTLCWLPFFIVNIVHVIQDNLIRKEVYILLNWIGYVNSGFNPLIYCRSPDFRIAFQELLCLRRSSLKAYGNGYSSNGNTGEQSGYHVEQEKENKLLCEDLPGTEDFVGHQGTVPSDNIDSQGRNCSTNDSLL
TCR activator – T cell receptor activation. primary human leukocytes, anti-CD3, IL-2 HTRF, 48 h. Potency, µM (highest dose often 9.22 µM), for the others: at the highest dose activation of IL-2 secretion, most hits filed as activators. 330,000 tested, under 10 active. AID 504894; further: % of control where 0% means no effect
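Compounds are tested in HTS on primary human leukocytes co-incubated with a-CD3 beads for 48 hr. IL-2 output is measured by time-resolved FRET.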
a7 integrin act – activates integrin-mediated alleviation for muscular dystrophy; alpha7betagal myoblasts, beta-gal FDG fluorescence, 48 h; AID 624291; actives 0.064% (n = 350,000); Potency, µM (titrated, usually from 38.3 µM), for the others: at the highest dose activation, usual class: activators;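 further: potency means the concentration at half of the fitted maximal effect; 100% = response of the positive control SU9516; nearly all actives have a fitted effect of over 60% in size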
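alpha7betagal+/- myoblasts (passage 13, 250/well) treated 48 h at 37C with compounds at 1:260 dilution of DMSO stock. Lysed, then beta-galactosidase activity read as FDG fluorescence (ex 480/em 540) after 30 min, with pre-read for autofluorescence.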
The depositor's hits bear a star; i = inactive; ? = inconclusive; . = no result given; [ ] = another dose, or the depositor's remark. Unless noted, the call rests on the fitted dose curve; in most records, active means well fitted curve in the direction sought with a large enough effect; inconclusive means small, poorly fitted or top-dose-only effect, or another doubt; inactive means no such curve, though single readings can be large; an effect the other way counts as inactive or inconclusive.

The line under a structure holds: p53 reactivation, AT treatment, TRPV1 ag, BRCA1 expr act, B2AR arrestin, TCR activator, MLL CXXC-DNA inh, a7 integrin act, PTAP TSG101 blk, ELG1 DNA repair
> COc1ccc(-c2n[nH]c(=S)n2-c2ccccc2C)cc1OC
    ?, -8%, -1, 0%, -0.2%, -4%, 15%, -10%, -2%, -2%
> COc1ccc(C(CNc2nc(-c3cccnc3)nc3ccccc23)N(C)C)cc1 (stereo not given)
    1%, -1%, -2, -68%, -0.6%, 1%, 15%, -1%, -2%, -25%
> COc1ccc(NC(=O)c2sccc2C)c([N+](=O)[O-])c1
    8%, -15%, -2, 11µM*, 0.0%, 2%, 4%, 15%, -2%, ?
> Cc1cc(C)nc(SCC(=O)Nc2ccc(S(=O)(=O)Nc3ncccn3)cc2)n1
    2%, -1%, -3, -1%, 0.3%, 6%, 0%, 14%, 0%, -8%
> O=C(NC1CCCCC1)NC12CC3CC(CC(C3)C1)C2
    -1%, 1%, ?, 0%, 0.0%, 7%, 5%, 4%, -7%, -10%
> CC(=O)c1cccc(N(C(=O)c2ccco2)C(C(=O)NC2CCCC2)c2cccs2)c1 (stereo not given)
    -2%, 3%, 7, -4%, 3.1%, 2%, 4%, 3%, -1%, 12%
> CCCc1cc(=O)n2c([nH]c3ccccc32)c1C#N
    ?, 0%, 10, 41%, 0.0%, 2%, 4%, -7%, -2%, ?
> CCOC(=O)COc1cccc2c(=O)n(CC(=O)N3CCN(C(=O)OCC)CC3)ccc12
    7%, 5%, 0, 31%, 0.2%, 1%[46.1 µM], -2%, 8%, -5%, 4%
> CC1CN(S(=O)(=O)c2ccc(C(=O)OCc3ccc(C#N)cc3)cc2)CC(C)O1 (stereo not given)
    -4%, 3%, 4, 2%, 0.1%, ., ., -21%, -9%, -13%
> CC1Cc2cc(/C(O)=C3/C(=O)C(=O)N(CCCn4ccnc4)C3c3ccco3)ccc2O1 (stereo not given)
    ?, -3%, 3, 37%, -0.5%, 3%, -2%, 29%, 0%, ?
> CSc1ccc(/C=N/NC(=O)c2cc(O)cc(O)c2)cc1
    ?, -4%, -2, ?, -0.3%, 2%[46.1 µM], 21%, 27%, -3%, ?
> COc1ccc2[nH]c3c(c2c1)CCNC3(C)CCc1ccc(Cl)nc1 (stereo not given)
    2%, 2%, -2, -12%, -0.1%, -3%, 0%, 0%, 0%, -12%
> CC(NC(=S)Nc1ccc(S(=O)(=O)N2CCOCC2)cc1)C1CC2CCC1C2 (stereo not given)
    -3%, -9%, ?, -39%, -0.9%, -1%[46.1 µM], -5%, -33%, 0%, -17%
> C/C(CC(=O)Nc1ccc2c(c1)OCCO2)=N\NC(=O)c1ccccn1
    16%, 2%, ?, 67%, 0.0%, -3%, 10%, -19%, -1%, ?
> C=CCNC(=O)COc1ccc(Br)cc1Cl
    ?, 1%, 18, ?, -0.2%, 0%, -1%, 7%, -2%, ?
> CC(C)CCNC(=O)C(c1cccnc1)N(CCc1ccccc1)C(=O)Cn1nnc2ccccc21 (stereo not given)
    12%, ., -1, -23%, -0.7%, -2%[46.1 µM], 12%, -21%, -2%, -11%
> COc1ccc(C)cc1N(C(=O)c1ccc(F)cc1)c1nc2ccccc2s1
    -9%, -4%, 6, -62%, -0.4%, -6%[46.1 µM], ?, 8%, 3%, -13%
> COc1ccc([C@]23Cc4c(ccc5ccccc45)C(O2)C2=C(CCCC2=O)O3)cc1
    ., 7%[11.5 µM], i, ., 0.1%[9.22 µM], ., 33%[activator][23 µM], ., ., .
> Cc1ccn2c(NC(=O)c3ccccc3)c(-c3ccccc3)nc2c1
    ., -2%, 13, 12%, 0.4%, ., -21%, -2%, 1%, -4%
> COc1ccc(/C=N/NC(=O)CN2CCS(=O)(=O)CC2)cc1
    5%, 5%, 1, 0%, 0.3%, 4%, 4%, 7%, 0%, 9%
> CS(=O)(=O)N(CC(=O)NCCSCc1ccccc1Cl)c1ccccc1F
    -10%, 1%, -2, -23%, 0.3%, 2%, 1%, 11%, -1%, -9%
> CCCS(=O)(=O)N1CCN(Cc2ccccc2[N+](=O)[O-])CC1
    8%, -1%, 1, -2%, 0.1%, -7%, -9%, 24%, -15%, -1%
> O=C(Nc1ccc(F)cc1F)c1ccc2ncsc2c1
    ?, -11%, ?, 5µM*, 0.5%, 3%, 23%, -9%, -1%, ?
> CCOC(=O)CCC(=O)Nc1ccc(S(=O)(=O)N2CCc3ccccc32)cc1
    17%, -5%, 19, 1%, -0.8%, -6%, 0%, -2%, 1%, -11%
> COc1ccccc1CN1CC(C(=O)N2CCOCC2)CCC1=O (stereo not given)
    ?, 5%, -1, -3%, 0.1%, -4%, -11%, 39%, -3%, ?
> CC(C)(C)NC(=O)Cn1c(SCC(N)=O)nc2ccccc21
    -5%, -9%, 2, 28%, 0.2%, ., 4%, 12%, -6%, 5%
> CCO[C@@H]1OC(C(=O)O)=C[C@H](c2cn(C(C)=O)c3ccccc23)[C@H]1CCCO
    ., ., ., -3%, ., 0%, ., 18%, -2%, .
> Cc1cc(C)nc(N/N=C/c2sccc2C)n1
    2%, -2%, -2, 50%, 0.6%, 0%, 63%[activator], -43%, -4%, ?
> c1ccc(-c2nnc3n2NC(c2ccc4c(c2)OCO4)S3)cc1 (stereo not given)
    -7%, -6%, 2, -5%, -0.3%, ., -6%, 6%[7.66 µM], -10%, 20%
> CCCCc1ccc(-c2nc(N)n[nH]2)cc1
    ?, 1%, 2, 7.9µM*, 0.2%, -14%, -6%, 14%, -3%, ?
> O=c1[nH]c2ccccc2n1Cc1ccc(F)cc1
    2%, 5%, 0, 2%, 0.2%, 3%, -6%, -11%, -4%, -11%
> CC1(c2nnc(Cc3ccccc3)o2)CC(c2ccc(OC(F)(F)F)cc2)=NO1 (stereo not given)
    -1%, 26%, 10, -23%, -0.6%, -2%, ., -4%, ?, -2%
> NC(=O)C1CCN(C(=O)CCC(=O)c2ccc(F)cc2)CC1
    0%, 1%, -3, -9%, -0.3%, 3%, ?, -25%, -1%, 18%
> Cc1nc(-c2cc(C#N)c(=O)[nH]c2C)cs1
    1%, -6%, -1, 0%, 0.4%, 4%, -4%, 22%, 1%, 2%
> CC1(C)CC(=O)c2sc(NC(=O)C(C)(C)C)nc2C1
    5%, 4%, 5, 7.9µM*, -0.4%, 0%, -4%, 12%, -15%, ?
> CCOC(=O)c1c(NC2=NS(=O)(=O)c3ccccc32)sc2c1CCCCC2
    5%, 4%, 4, 48%, -1.6%, 0%[46.1 µM], 6%, 29%, 0%, ?
> CC(NC(=S)Nc1ccccc1Cl)C(c1ccccc1)N1CCOCC1 (stereo not given)
    7%, 10%, 22, -34%, -1.0%, 7%, 17%, -42%[inhibitor], -4%, 0%
> COc1ccc(C(C(=O)NCc2ccccc2)N(Cc2cccs2)C(=O)c2cnccn2)cc1 (stereo not given)
    1%, -2%, 0, -15%, -0.4%, 3%, 3%, 8%, -2%, ?
> CCCCN(C(=O)Cc1ccc(S(=O)(=O)N2CCOCC2)s1)c1c(N)n(CC(C)C)c(=O)[nH]c1=O
    -5%, ., -2, -1%, -0.2%, 6%, ., ., ., -16%
> COc1ccccc1OCCC(=O)OCC(=O)NC(=O)NC(C)(C)C
    -2%, -1%, -4, -23%, 0.4%, 1%, 1%, 15%, -1%, 3%
> Cc1csc(N2CCCC2c2nc3cc(Cl)c(N4CCCCC4)cc3n2CCOCCO)n1 (stereo not given)
    ., ., ., -7%, ., -3%, ., -1%, -2%, .
> Cc1cc(C(=O)CSc2nnc(-c3cccnc3)n2-c2ccccc2F)c(C)n1C
    -5%, 4%, 8, -2%, 0.4%, 3%, 6%, -14%, -5%, ?
> CCc1nnc(NC(=O)C2CCN(c3nc(C)cc(C)n3)CC2)s1
    -5%, -4%, -2, -2%, 0.2%, -3%, -2%, 6%, -4%, -1%
> COC(=O)C1CCCCN1C(=O)c1ccc2oc(C(C)C)nc2c1 (stereo not given)
    -10%, 8%, -2, 97%, -0.9%, -10%, ?, -11%, -9%, ?
> COc1ccc(Br)cc1CN(C)C(=O)c1cc(Cl)c2c(c1)OCCO2
    -14%, 22%, 0, -58%, 0.4%, -2%, -1%, -5%, -7%, -1%
> O=C(COC(=O)c1ccncc1)Nc1cccc(Cl)c1
    -15%, -15%, 0, 16%, -1.1%, -9%, 6%, 1%, 0%, -7%
> N#CCCC(CCC#N)C1=NCCc2ccccc21
    -1%, -7%, -3, -11%, 0.1%, -8%, -14%, 0%, 0%, 0%
> Cc1ccc(Cn2c(N)c(S(=O)(=O)c3cccs3)c3nc4ccccc4nc32)cc1
    -14%, 4%, -2, -11%, 0.1%, -11%, 1%, 0%, -4%, 0%
> COc1nc(OC)nc(N2CCC(C(=O)NC3CCCCCC3)CC2)n1
    -4%, -2%, -1, 1%, -1.2%, -4%, -2%, -19%, -8%, 1%
